High-throughput results (PubChem)
NPYLR7 agonist: activates Aedes aegypti NPYLR7 receptor | HEK293T NPYLR7/Galpha15, GCaMP6s calcium fluorescence | 270,000 tested, 0.15% active | activation, % at 10 µM | AID 1259423; in the data active = activation above about 40%;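 note: 0% = vehicle and 100% = reference agonist at the receptor; some compounds past the cut are filed as inactive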
mcGAS inh: inhibitors of mouse cGAS; Q8C6L5; recombinant cGAS, Kinase-Glo ATP depletion luminescence; inhibition, % at 12.5 µM; 160,000 tested, 0.15% active;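 note: 0% = negative control wells and 100% = reference inhibitor with no enzyme activity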
hcGAS inh: blocks human cGAS activity. recombinant h-cGAS, ATP depletion, Kinase-Glo luminescence. inhibition, % at 12.5 µM. 290,000 tested, 0.081% active. AID 1259398;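 note: 0% = vehicle reaction and 100% = reaction without DNA for no activity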
Target sequence (Q8N884 whole entry, looked up): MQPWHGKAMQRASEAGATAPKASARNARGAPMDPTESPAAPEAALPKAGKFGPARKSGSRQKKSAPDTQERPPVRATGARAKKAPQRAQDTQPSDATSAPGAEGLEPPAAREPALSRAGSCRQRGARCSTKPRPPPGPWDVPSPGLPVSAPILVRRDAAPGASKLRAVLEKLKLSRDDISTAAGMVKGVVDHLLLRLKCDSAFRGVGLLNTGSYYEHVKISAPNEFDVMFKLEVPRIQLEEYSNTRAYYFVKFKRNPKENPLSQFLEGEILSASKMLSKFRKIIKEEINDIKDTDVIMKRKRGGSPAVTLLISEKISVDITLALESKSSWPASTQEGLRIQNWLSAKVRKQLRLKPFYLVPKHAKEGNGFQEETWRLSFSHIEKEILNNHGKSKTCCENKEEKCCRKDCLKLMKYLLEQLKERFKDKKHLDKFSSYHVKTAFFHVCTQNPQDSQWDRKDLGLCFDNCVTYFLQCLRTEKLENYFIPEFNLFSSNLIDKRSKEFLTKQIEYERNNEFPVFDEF
Starred values were filed as active, the others as inactive; . = no result given; & = joins results of further samples. Cut-off read from the data, not from the text of the source, unless noted: active = inhibition above about 40%; inactive = the rest.

cpd | mol | mcGAS inh | hcGAS inh | NPYLR7 agonist
1 | O=C(NCCSCc1ccccc1)C1=CN2CCS(=O)(=O)N=C2C=C1 | . | -6.2 | 10.6
2 | Cc1nc(-c2ccc(S(=O)(=O)N3CCCC3)cc2)cs1 | . | -5.3 | 1.3
3 | Cc1ccc(NC(=O)CC(=O)N2C[C@@H](C)O[C@@H](C)C2)cc1Cl | . | -6.0 | -3.5
4 | Cc1ccc(Cc2nc(CSc3ccc(C(F)(F)F)cn3)cs2)cc1 | -4.1 | -3.5 | -3.4
5 | Cc1cc(C)cc(CCC(=O)N2CCCC(CCC(=O)NCc3ccccc3F)C2)c1 (stereo unspecified) | . | -3.9 | 3.1
6 | COc1ncccc1C(=O)NCC(C)N1CCc2sccc2C1 (stereo unspecified) | -4.7 | -0.5 | -0.1
7 | O=C(CCC(=O)N1CCN(C(=O)c2ccccc2)CC1)c1ccc(Cl)s1 | . | -4.7 | 0.2
8 | c1ccc(NC2Cc3ccccc3C2)cc1 | . | -9.5 | 5.9
9 | Cc1ccccc1C1CC(c2ccc(F)cc2)=NN1C(=O)CN1CCOCC1 (stereo unspecified) | -3.4 | -3.0 | -0.6
10 | Cc1cccc(Oc2cnn(C)c(=O)c2Nc2ccc(C(=O)NCc3ccco3)cc2)c1C | -4.9 | -9.9 | 35.5
11 | CCN1C(=S)NC(c2ccc(NC(=O)/C=C/c3ccccc3)cc2)C(C(=O)OC)=C1C (stereo unspecified) | -9.4 | -2.8 | 4.2
12 | Cc1cccnc1-n1c(SCC(=O)NC2CCCC2)nc2ccccc2c1=O | -3.2 | -23.0 | 5.9
13 | CCC(COC)NC(=O)C1(Oc2ccc(C)cc2)CCNCC1 (stereo unspecified) | -12.9 | -4.4 | 0.5
14 | CCOC(=O)c1ccccc1OCc1cc(C2Nc3ccccc3C(=O)N2c2cccc3ccccc23)ccc1OC (stereo unspecified) | -3.3 | -3.5 | 8.2
15 | COc1ccc(N(C)S(=O)(=O)c2ccc(OC)c(N3CCN(C(=O)CSc4ccccc4)CC3)c2)cc1 | -7.1 | -1.3 | 21.5

Continued:
cpd | mol | mcGAS inh | hcGAS inh | NPYLR7 agonist
16 | O=C(O)CSCc1ccc(Br)cc1F | . | 0.1 | 2.3
17 | CC1CCc2c(sc(NC(=O)c3ccccc3Cl)c2C(=O)Nc2ccccc2Cl)C1 (stereo unspecified) | -8.6 | -6.5 | 1.0
18 | O=C(C1CC1)N1CCC(C(=O)N2CCCC2c2ccccc2Cl)CC1 (stereo unspecified) | . | -5.5 | 9.9
19 | Cc1cc(=O)n2nc(N3CCC(C(=O)N4CC(C)CC(C)C4)CC3)sc2n1 (stereo unspecified) | -3.0 | -6.1 | 4.4
20 | C=CCN1C(=O)/C(=C\c2ccc(O)cc2)SC1=S | -6.1 | -7.5 | 54.9*
21 | COc1ccc2[nH]c3c(c2c1)CCN(C(=O)c1ccccc1SC(F)F)C3c1ccc(-c2ccccc2C(F)(F)F)o1 (stereo unspecified) | -8.6 | -6.8 | 17.1
22 | Cc1ccc(NS(C)(=O)=O)c(C(=O)NCc2ccccc2C)c1 | . | -4.5 | 1.2
23 | Cc1ccc(C)c(NC(=O)COc2coc(CN3CCc4ccccc4C3)cc2=O)c1 | -7.6 | -7.8 | 0.9
24 | O=C1NC(=O)N(CCc2ccccc2)C(=O)/C1=C/c1cnn(-c2ccccc2)c1 | 15.8 | -8.0 | 1.4
25 | COc1ncccc1CNC(=O)NCc1ccc(C(=O)N2CCOCC2)cc1 | -7.2 | -6.3 | 0.6
26 | Cc1cccc(NC(=O)N2CCC(Cc3ccc(C(F)(F)F)cc3)CC2)c1 | 0.5 | 2.5 | 4.1
27 | CN(C)S(=O)(=O)c1ccc(C(=O)N(Cc2cccnc2)c2nc3c(Cl)cccc3s2)cc1 | -6.0 | -4.3 | -7.5
28 | O=C(CSc1nnc(-c2cccs2)n1C1CC1)Nc1ccnn1C1CCCC1 | . | -4.3 | 0.9
29 | COc1ccc(S(=O)(=O)N(CC(=O)N(CCc2c[nH]c3ccccc23)Cc2ccc(OC)c(OC)c2)C2CC2)cc1 | -3.7 | -0.6 | -3.0
30 | CN(CCNC(=O)NC1CCC(C(F)(F)F)CC1)Cc1ccccc1 (stereo unspecified) | . | -1.0 | 1.1

Other entries
cpd | mol | mcGAS inh | hcGAS inh | NPYLR7 agonist
31 | c1sc2c(c1CN1CCCCCC1)CCCC2 | . | -8.3 | 2.1
32 | Cc1noc(/C=C/N(C)C)c1S(=O)(=O)N(C)C(c1ccccc1)c1ccccc1 | -0.8 | 0.2 | 3.3
33 | COc1ccc(N(C(=O)c2cccc(NC(C)=O)c2)C(C)C)cc1F | . | -4.6 | 8.1
34 | COC(=O)c1ccc(S(=O)(=O)N2CC(C)OCC2C)c(C)c1 (stereo unspecified) | . | -9.9 | 8.0
35 | COCCN(Cc1cccc(OS(=O)(=O)c2ccc(F)cc2)c1)S(=O)(=O)c1cccc(C(F)(F)F)c1 | -5.4 | -7.0 | .
36 | Cn1cnc2cnc(Nc3cccc(C(F)(F)F)c3)cc21 | -5.8 | 0.8 | -6.9
37 | C=CCn1c(=S)[nH]c2ccsc2c1=O | . | 4.4 | -3.2
38 | N#Cc1cccc(CSc2nc3cc(S(=O)(=O)N4CCOCC4)ccc3n2CC2CCCO2)c1 (stereo unspecified) | -6.4 | -3.5 | .
39 | CCOc1ncccc1-c1cc(CC)nc(N(C)C)n1 | -15.2 | -1.4 | 22.5
40 | COc1cc(S(=O)(=O)N2CCCC2)c(OC)cc1Cl | . | -3.7 | -0.1
41 | OC[C@H]1O[C@@H](n2cnc3c(N[C@H]4CC5CCC4C5)ncnc32)[C@H](O)[C@@H]1O (stereo partly specified) | -5.2 | -7.6 | -3.3
42 | Cc1ccc(C(c2ccccc2)N2CCN(C(=O)c3ccc(Cl)cc3Cl)CC2)cc1 (stereo unspecified) | -6.1 | -7.5 | 21.0
43 | COc1ccc(F)cc1-c1c(-c2ccccc2)ncn1Cc1c(C)n[nH]c1C | . | 2.2 | 4.0
44 | COc1cc(NC2CCN(Cc3ccccc3)C2)ncn1 (stereo unspecified) | . | -1.9 | -1.7
45 | CCOC(=O)c1cc(-c2ccc(CC)cc2)n(C2CCN(C(=O)c3cccc4ccccc34)CC2)n1 | -6.9 | -4.4 | 2.6

Quoted at random: 2 records from the list
cpd | mol | mcGAS inh | hcGAS inh | NPYLR7 agonist
34 | COC(=O)c1ccc(S(=O)(=O)N2CC(C)OCC2C)c(C)c1 (stereo unspecified) | . | -9.9 | 8.0
35 | COCCN(Cc1cccc(OS(=O)(=O)c2ccc(F)cc2)c1)S(=O)(=O)c1cccc(C(F)(F)F)c1 | -5.4 | -7.0 | .

The listing continues:
cpd | mol | mcGAS inh | hcGAS inh | NPYLR7 agonist
46 | COc1ccc(CCN2CCC(CN(C)C3CCC3)CC2)cc1 | -9.8 | -6.5 | 2.2
47 | Cn1nnc2cc(C(=O)NCC3(c4ccc(Cl)cc4)CCOCC3)ccc21 | -0.4 | -4.3 | -2.5
48 | Cc1ccccc1CN(Cc1cccn1Cc1ccccc1F)CC(C)C | -2.0 | -3.0 | .
49 | CC(C)CNC(=O)NC(=O)CN1C(=O)NC2(CCC(C)CC2)C1=O (stereo unspecified) | . | -7.2 | 2.1
50 | Cc1ccccc1NC(=O)CN(C)Cc1ccc2c(c1)OCO2 | . | 5.2 | -2.7
51 | COn1c(=O)c(-c2ccc(Cl)cc2)[n+]([O-])c2ccccc21 | . | -9.6 | -2.4
52 | Cc1ccc(-n2ncc3c(=O)[nH]c(-n4nc(C)cc4NC(=O)c4ccc(C(F)(F)F)cc4)nc32)cc1 | -9.0 | -4.8 | .
53 | CCN(C)CCN(CC)C(=O)CCc1ccc(-c2ccc(Cl)cc2)n1-c1ccc(OC)cc1 | -7.2 | -3.1 | 0.5
54 | C=c1ccccc1=C1C=NNC(N2CCCC(C(=O)CC)C2)=N1 (stereo unspecified) | -1.4 | -4.7 | -2.7
55 | Cc1cccc(NC(=O)CCCSc2ccc(NC(=O)c3ccco3)nn2)n1 | -0.2 | 4.6 | -3.8
56 | N#CCSCC(=O)NCC1(c2ccc(Br)cc2)CCC1 | . | -9.2 | 3.7
57 | Cc1nc2scc(CC(=O)Nc3ccc(F)cc3)n2c(=O)c1-c1cc(C)n(-c2ccccc2F)n1 | -0.6 | -0.8 | .
58 | Cc1nc(N2CCC(O)(Cn3ccnc3)CC2)c2cnn(C)c2n1 | -10.2 | -4.9 | 2.1
59 | CCn1ccc2c(nnc3c(-c4ccc(F)cc4)c(COC)nn32)c1=O | . | 1.5 | 1.7
60 | CCOC(=O)C1(Cc2cccc(Cl)c2)CCCN(C(=O)c2csc(C(C)=O)c2)C1 (stereo unspecified) | 1.3 | -7.3&4.6 | 18.5&-1.1

Six entries out of the list, ordered by molecular weight, largest number first:
cpd | mol | mcGAS inh | hcGAS inh | NPYLR7 agonist
29 | COc1ccc(S(=O)(=O)N(CC(=O)N(CCc2c[nH]c3ccccc23)Cc2ccc(OC)c(OC)c2)C2CC2)cc1 | -3.7 | -0.6 | -3.0
52 | Cc1ccc(-n2ncc3c(=O)[nH]c(-n4nc(C)cc4NC(=O)c4ccc(C(F)(F)F)cc4)nc32)cc1 | -9.0 | -4.8 | .
57 | Cc1nc2scc(CC(=O)Nc3ccc(F)cc3)n2c(=O)c1-c1cc(C)n(-c2ccccc2F)n1 | -0.6 | -0.8 | .
12 | Cc1cccnc1-n1c(SCC(=O)NC2CCCC2)nc2ccccc2c1=O | -3.2 | -23.0 | 5.9
25 | COc1ncccc1CNC(=O)NCc1ccc(C(=O)N2CCOCC2)cc1 | -7.2 | -6.3 | 0.6
2 | Cc1nc(-c2ccc(S(=O)(=O)N3CCCC3)cc2)cs1 | . | -5.3 | 1.3

Next part:
cpd | mol | mcGAS inh | hcGAS inh | NPYLR7 agonist
61 | N#CCSc1cccc(C(=O)O)c1 | . | 2.2 | -6.9
62 | Cc1cc(C)n(-c2nc3c(c(=O)n2CC(=O)NC2CCCCC2)CCC3)n1 | -5.1 | -0.6 | .
63 | CCN(CC(C)C#N)C(=O)c1c[nH]c2c(C)cccc2c1=O (stereo unspecified) | . | -2.0 | -3.3
64 | CC(=O)Cn1c(CN2CCOCC2)nc2c1c(=O)n(C)c(=O)n2C | . | -1.8 | -1.2
65 | Cc1cc(OC(=O)c2ccccc2)c([N+](=O)[O-])c(=O)[nH]1 | -7.1 | -6.1 | -3.3
66 | Oc1cc(CCC2CCCCN2)cc(-c2nccc3occc23)c1 (stereo unspecified) | . | -8.8 | 5.6
67 | CN(Cc1ccccc1N1CCCC1)C(=O)COc1ccc2c(c1)CCC2 | -11.2 | -6.4 | -2.4
68 | CCCC(C)(C)C(=O)N1CCC1(C)C(=O)Nc1cccc(OC)c1 (stereo unspecified) | . | -6.4 | 5.0
69 | Cc1sc2nc(C(C#N)C(=O)CC3C=CCC3)[nH]c(=O)c2c1C (stereo unspecified) | 1.1 | 15.4 | 3.1
70 | Cc1cc(OS(=O)(=O)c2cn(C)c(=O)n(C)c2=O)cc(C)c1Cl | -7.8 | -9.1 | -0.4
71 | Cc1cccc2c(=O)c(-c3ccccc3)c(NC(=O)C(C)C)oc12 | . | -3.0 | 5.0
72 | COc1ccc(-c2ccc(=N)n(CCCC(=O)O)n2)cc1 | -4.0 | -4.2&-7.0&6.2 | -12.5&-4.9&2.8
73 | CC1(C)CC(=O)C=C(Nc2ccccc2C(=O)N2CCCC2)C1 | . | -7.5 | -1.3
74 | CC(C)CC(=O)NNS(=O)(=O)c1cc(F)cc(F)c1 | . | -14.8 | 7.7
75 | Cc1cccc(NC(=O)CCC(=O)N2CCC(c3ccccc3)=N2)n1 | . | -6.3 | -0.4

Some values from the entries so far.
Under hcGAS inh, #62 shows -0.6
Under hcGAS inh, #63 shows -2.0
Under NPYLR7 agonist, #68 shows 5.0
Under hcGAS inh, #66 shows -8.8
Under hcGAS inh, #73 shows -7.5
Under NPYLR7 agonist, #71 shows 5.0

Single records, from the list above. Order of values: mcGAS inh	hcGAS inh	NPYLR7 agonist
`Cc1cccc2c(=O)c(-c3ccccc3)c(NC(=O)C(C)C)oc12` is listed with .	-3.0	5.0
`CCN(CC(C)C#N)C(=O)c1c[nH]c2c(C)cccc2c1=O` (stereo unspecified) is listed with .	-2.0	-3.3
`Cc1cc(OS(=O)(=O)c2cn(C)c(=O)n(C)c2=O)cc(C)c1Cl` is listed with -7.8	-9.1	-0.4
`CC1(C)CC(=O)C=C(Nc2ccccc2C(=O)N2CCCC2)C1` is listed with .	-7.5	-1.3

(next part)
cpd | mol | mcGAS inh | hcGAS inh | NPYLR7 agonist
76 | CSc1ccc(C(=O)N2CCCC(C(=O)c3ccc(Cl)cc3C)C2)cc1 (stereo unspecified) | -3.9 | -2.8 | 0.0
77 | COc1ccc(-c2cc(C(F)(F)F)n3ncc(C(=O)Nc4cccc(C(C)=O)c4)c3n2)cc1 | -3.0 | -3.3 | -0.7
78 | CC(Oc1ccccc1F)C(=O)NCCn1nc(-c2cccs2)ccc1=O (stereo unspecified) | 0.9 | -3.1 | -6.7
79 | CCn1ncc(CN2CC[C@@H](CNC(=O)N3CCCC3)[C@H](O)C2)c1C | -8.2 | -15.3 | .
80 | Cc1cc2ccccc2n1CCC(=O)N1CCCCC1CCO (stereo unspecified) | -17.3 | -6.0 | -2.2
81 | Cc1cccc(C(=O)N2CCCC(Nc3ccc(F)cc3)C2)c1 (stereo unspecified) | -6.3 | -7.2 | 19.4
